# OXTR potentiate – human OXTR potentiators, primary screen, fluorescence, CHO-OTR cells, Fluo-8 calcium. activation, % at 3 µM. AID 2445, 2010. Fluo-8 calcium fluorescence, potentiator mode; 0% = oxytocin EC15, 100% = EC100. Oxytocin receptor (Homo sapiens), P30559. 320,000 tested, 0.061% active;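 active = activation above that plate's cutoff, the mean activation of tested compounds plus 3 SD, cut at about 6.6% in these data, passing the limit was not always enough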;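 note: 100% uses oxytocin at 75 nM as the full agonist control; some results filed as inactive read as strong as hits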
# Target sequence (P30559 whole entry, looked up): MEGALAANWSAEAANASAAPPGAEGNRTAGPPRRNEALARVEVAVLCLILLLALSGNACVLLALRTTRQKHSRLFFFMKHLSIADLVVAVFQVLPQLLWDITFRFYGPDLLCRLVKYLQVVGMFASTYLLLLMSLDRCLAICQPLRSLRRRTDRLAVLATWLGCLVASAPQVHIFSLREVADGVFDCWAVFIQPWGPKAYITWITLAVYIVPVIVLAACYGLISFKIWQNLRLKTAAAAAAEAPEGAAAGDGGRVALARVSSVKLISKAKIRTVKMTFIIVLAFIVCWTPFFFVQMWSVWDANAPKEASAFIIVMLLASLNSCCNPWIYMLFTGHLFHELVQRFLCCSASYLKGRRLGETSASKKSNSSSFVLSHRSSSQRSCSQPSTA
#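 assay system = CHO-OTR cells, human receptor | schedule = compound 6 min at room temperature before oxytocin, 100 s read | detection = Fluo-8 intracellular calcium fluorescence, ex 470-495, em 515-575 nm | evaluation = normalized max/min fluorescence ratio, % activation | control set = EC15 oxytocin alone as 0%, 75 nM oxytocin (EC100) as 100%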
# TAAR1 antag – human TAAR1 antagonists, primary screen, Fluo-8 calcium fluorescence, CHO RD-HGA16 cells. Trace amine-associated receptor 1 (Homo sapiens), Q96RJ0. inhibition, % at 3 µM. antagonist. AID 624466, 2012. 360,000 tested, 1.5% active;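 active = inhibition above a per-plate cutoff, the mean inhibition of test compounds on that plate plus 3 SD, cut at about 49% in these data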;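 note: 0% = DMSO plus EC80 beta-PEA response and 100% = DMSO alone without agonist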
#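 Test system: CHO RD-HGA16 cells bearing hTAAR1 | Reagent: β-PEA, EC80 | Compound dosing: 3 µM, single point | Schedule: Dye loading 75 min at 37 °C, then 30 min room temperature | Signal: Calcium fluorescence with Fluo-8 | Evaluation: Percent inhibition of PEA-evoked calcium signal, max/basal emission ratio | Control set: DMSO-only wells and EC80 β-PEA-stimulated wells | Repeats: Singlicate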
# V1R ag counter – agonists of human V1a receptor, primary screen, counter-screen for OXTR agonist project, fluorescence, CHO-V1R cells; Fluo-8 calcium fluorescence, agonist mode; 0% DMSO, 100% 3 nM vasopressin; 320,000 tested, 0.25% active; Vasopressin V1a receptor (Homo sapiens), P37288; activation, % at 3 µM;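 active = activation above the mean activation of all tested compounds plus 3 SD, per screening run, cut at about 20% in these data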;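 note: signal is peak over basal fluorescence ratio across a 100 second FLIPR read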
# OXTR ag – human OXTR agonists, primary screen, fluorescence, CHO-OTR cells, Fluo-8 calcium | Fluo-8 calcium fluorescence; normalized: DMSO 0%, oxytocin 100% | activation, % at 3 µM | 320,000 tested, 0.32% active | AID 2435, 2010;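 active = activation above the mean of all tested compounds plus 3 SD, cutoff set per screening run, cut at about 20% in these data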;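 note: peak over basal fluorescence ratio from a 100 s FLIPR kinetic read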
# M1 ag – human M1 muscarinic receptor agonists, primary screen, Fluo-8 calcium fluorescence, CHO-K1 cells, HTS; 360,000 tested, 0.33% active; activation, % at 3 µM; Muscarinic acetylcholine receptor M1 (Homo sapiens), P11229; CHO-K1 hM1, agonist mode; 0% DMSO, 100% acetylcholine EC100;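 active = activation above the run's mean compound activation plus 3 SD, cut at about 16% in these data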;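 note: peak over basal fluorescence ratio within a 140 s kinetic read after compound addition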
# Target sequence (P11229 whole entry, looked up): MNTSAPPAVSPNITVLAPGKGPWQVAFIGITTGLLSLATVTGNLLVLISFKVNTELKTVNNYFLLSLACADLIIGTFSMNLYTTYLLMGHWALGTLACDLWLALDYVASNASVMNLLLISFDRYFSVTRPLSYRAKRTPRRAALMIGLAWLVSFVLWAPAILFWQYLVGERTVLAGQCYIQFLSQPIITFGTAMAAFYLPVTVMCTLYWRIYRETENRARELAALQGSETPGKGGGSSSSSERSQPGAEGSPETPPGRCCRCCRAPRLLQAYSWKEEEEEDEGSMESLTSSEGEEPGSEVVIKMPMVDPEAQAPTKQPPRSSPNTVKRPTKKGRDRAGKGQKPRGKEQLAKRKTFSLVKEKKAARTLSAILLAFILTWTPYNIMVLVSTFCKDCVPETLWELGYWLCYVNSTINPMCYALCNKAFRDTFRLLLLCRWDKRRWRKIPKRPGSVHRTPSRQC
# CHRM1 antagonist – human M1 muscarinic receptor antagonists, primary screen, CHO-K1 cells, Fluo-8 calcium fluorescence, 1536-well; AID 588852, 2011; CHO-K1 hM1, ACh EC80 antagonist; Muscarinic acetylcholine receptor M1 (Homo sapiens), P11229; 360,000 tested, 1.3% active; inhibition, % at 3 µM;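 active = percent inhibition above its own plate's cutoff, namely the mean of that plate's compound wells plus 3 SD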;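 note: peak over basal fluorescence ratio during 140 s after agonist addition; 0% = ACh EC80 plus DMSO and 100% = DMSO alone without agonist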
# M1 PAM – human M1 muscarinic receptor positive allosteric modulators, primary screen, CHO-K1 cells, Fluo-8 calcium fluorescence, 1536-well; activation, % at 3 µM; CHO-K1 hM1, ACh EC20; 0% = ACh EC20, 100% = maximal ACh; 360,000 tested, 0.088% active; in the data active = activation above about 19%, passing the limit was not always enough
# CHO parental Ca – ATP-evoked calcium signal inhibitors, parental CHO, primary screen, counter-screen for OX1R antagonist project, cell-based, fluorescence, Fluo-8 calcium dye; parental CHO-K1, ATP-induced calcium, Fluo-8 fluorescence; inhibition, % at 5.6 µM; 330,000 tested, 0.63% active;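 active = inhibition above that plate's mean sample inhibition plus 3 SD, cut at about 26% in these data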;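 note: 0% = ATP-challenged DMSO wells and 100% = DMSO wells without ATP; some compounds past the cut are filed as inactive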
#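 Assay system: parental CHO cells; Read-out basis: percent inhibition of ATP-evoked calcium rise, normalized to controls; Benchmarks: ATP and no-ATP DMSO wells; Compound dosing: single nominal dose of 5.6 µM per compound; Signal: Fluo-8 calcium dye fluorescence; Also added: ATP as calcium-mobilizing challenge; Repeats: singlicate.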
# TAAR1 agonist – human TAAR1 agonists, primary screen, Fluo-8 calcium fluorescence, CHO RD-HGA16 cells | Trace amine-associated receptor 1 (Homo sapiens), Q96RJ0 | vehicle wells 0%, saturating PEA agonist 100% | activation, % at 3 µM | 360,000 tested, 0.99% active;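 active = activation above the mean activation of all test compounds in the run plus 3 SD, cut at about 38% in these data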
#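 Signal – calcium-sensitive Fluo-8 signal, excitation 470-495, emission 515-575 nm · System – RD-HGA16 (CHO) cells co-expressing Gα16 and hTAAR1 · Incubation – 17-24 h seeding, 75 min 37 °C dye, 30 min RT · Compound dosing – 3 µM single concentration · Repeats – no replicates (n 1)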
# An asterisk follows results filed as active; nt = not tested or not shown.
# Results follow in this order: OXTR potentiate	TAAR1 antag	V1R ag counter	OXTR ag	M1 ag	CHRM1 antagonist	M1 PAM	CHO parental Ca	TAAR1 agonist
- N/C(=N\OS(=O)(=O)c1ccc2ccccc2c1)c1cccnc1
  0	-16	0.6	0.5	-6	-9	6	12	4
- C[C@H](NC(=O)[C@@H]1Cc2ccccc2CN1)C(=O)NC1CCCC1
  -14	-25	0.2	-0.5	-2	-6	5	10	1
- Cc1c(NC(=O)c2c(O)c3ccccc3n(C)c2=O)c(=O)n(-c2ccccc2)n1C
  -2	13	0.0	0.0	-3	1	8	10	3
- CCOC1=NN(c2ncc(C(F)(F)F)cc2Cl)C(=O)/C1=C/N(C)C
  -3	9	0.4	-1.0	-5	-6	7	-2	1
- Cc1cc(C)c2c(N)c(C(=O)Nc3ccc(F)cc3)sc2n1
  1	-14	0.2	-1.1	-5	-12	13	-6	2
- Cc1cc(=O)oc2c(C(=O)/C=C/c3ccccc3)c(O)ccc12
  -6	-10	1.2	0.4	-2	5	-4	-8	11
- COc1cc(NC(=O)NS(=O)(=O)c2ccc(C)cc2)cc(OC)c1
  0	2	0.9	1.0	-2	9	-6	9	1
- COc1ccc(C(CNC(=O)c2cc(SC)ccc2Cl)N(C)C)cc1 (stereo not drawn)
  1	-15	3.9	8.6	-1	4	1	-23	11
- Cc1ccc(-n2c(SCC(=O)N3CCC(C(=O)O)CC3)nc3ccccc3c2=O)cc1C
  -5	-22	-0.4	0.0	-2	-8	5	-13	2
- CCN(CC(=O)N1CCCC1)S(=O)(=O)c1ccc(OC)cc1
  nt	1	nt	nt	-5	-8	8	nt	1
- O=C1C2C3C=CC(C3)C2C(=O)N1Cc1ccccc1 (stereo not drawn)
  -5	-6	0.1	0.0	-2	-3	-1	1	6
- Cc1ccc2c(=O)n3c(nc2c1)C(Cc1ccccc1)NC(=O)c1cc2ccccc2cc1-3 (stereo not drawn)
  nt	-2	nt	nt	-2	1	-5	nt	2
- Cc1cc2ccccc2n2c(SCC(=O)Nc3ccc(S(=O)(=O)N4CCC(C)CC4)cc3)nnc12
  -11	-27	-0.3	-1.6	-5	-1	-7	-3	-1
- O=C(NC1=NCCS1)c1ccc(Cl)c(S(=O)(=O)N2CCCC2)c1
  0	0	0.6	1.0	-3	7	-3	-21	13
- NC(=O)c1c(NC(=O)Cn2nc(C(=O)O)c3ccccc3c2=O)sc2c1CCC2
  -8	-22	-0.1	-1.9	-3	1	-2	-23	2
- Cc1cnc(NC(=O)c2ccc3c(c2)OCCO3)s1
  -7	-3	-0.2	-0.9	-2	-15	11	-3	8
- Cc1cccc(C(=O)NCCC(=O)Nc2ccc(C)c(F)c2)c1
  -6	0	4.7	5.8	-2	-2	10	0	-2
- CC(=O)Nc1ccc(N2CCN(C(C)=O)CC2)cc1
  0	-20	0.5	0.5	-2	-12	8	5	4
- O=C(Nc1ccc(-c2nc3cccnc3s2)cc1)c1ccc(Cl)nc1
  -3	-2	1.0	1.7	1	-14	7	-5	1
- CCOC(=O)C(C)n1cnc2sc(C)c(C)c2c1=O (stereo not drawn)
  -13	12	-1.2	-1.4	-5	-22	3	-19	16
- COc1ccccc1CNC(=O)C1=CCN(S(=O)(=O)c2ccc(C)cc2)CC1
  -14	-6	-1.6	-2.8	-3	-4	5	3	4
- O=C(CN1CCCCCC1)Nc1cc([N+](=O)[O-])ccc1Cl
  -10	2	0.1	-0.4	-5	-4	8	4	2
- Cc1nc(Nc2ccc(S(N)(=O)=O)cc2)oc1C
  1	-9	1.6	0.2	1	-8	7	5	13
- CC1(C)C(=O)Nc2ccccc2N1C(=O)COC(=O)/C=C/c1ccc(OC(F)F)cc1
  -10	57*	-0.3	-1.3	-1	-5	1	-6	21
- CCOC(=O)Cc1csc(-n2sc3ccccc3c2=O)n1
  -1	-13	1.4	5.1	4	-10	2	32*	35
- O=C(CN1C(=O)C2CC=CCC2C1=O)Nc1ccc(F)c(Cl)c1 (stereo not drawn)
  nt	2	nt	nt	-1	-7	1	nt	3
- Cc1onc(C(=O)N2CCN(C(c3ccccc3)c3ccccc3)CC2)c1[N+](=O)[O-]
  -11	-41	-1.7	-2.0	-12	-4	-2	-14	-2
- CN1CCN(CC(C)(C)NS(=O)(=O)c2ccccc2)CC1
  -2	-4	1.6	2.5	-7	8	-9	-5	1
- C=CCc1ccccc1OCC(O)CN1CCN(CCN2C(=O)c3cccc4cccc(c34)C2=O)CC1 (stereo not drawn)
  -11	32	9.7	5.9	-9	4	-11	-27	12
- O=C(COC(=O)/C=C/c1ccc(OC(F)F)cc1)Nc1cccc(S(=O)(=O)N2CCCC2)c1
  -2	-12	1.2	-0.6	-5	-1	-2	-16	-1
- COc1ccc(C2CC(c3ccc(OC)cc3)n3nc(N)nc3N2)cc1 (stereo not drawn)
  -2	-3	1.6	2.3	2	-12	6	-5	1
- CCOC(=O)c1c(-c2ccc(-c3ccccc3)cc2)csc1NC(=O)c1cccc(N2C(=O)CCC2=O)c1
  3	-21	2.2	0.3	-5	-13	2	-4	1
- NC(=O)C1CCN(CC(O)COc2ccc(-c3ccccc3)cc2)CC1 (stereo not drawn)
  nt	-4	nt	nt	-9	-10	12	nt	0
- OC(COc1ccccc1F)CN1CCC(Cc2ccccc2)CC1 (stereo not drawn)
  5	-2	1.1	3.6	-8	-5	2	-12	4
- CC(C)Cc1nnc(NC(=O)CSc2nc(N)cc(=O)[nH]2)s1
  -8	-3	-0.3	-0.1	-1	-3	6	-14	3
- CCN(CC)S(=O)(=O)c1ccc(OC)c(NC(=O)c2cc([N+](=O)[O-])ccc2Cl)c1
  -6	8	0.7	-0.4	-2	-5	3	-6	3
- O=c1cc(-c2ccc(O)c(O)c2)oc2c(C3O[C@H](CO)[C@@H](O)[C@H](O)[C@H]3O)c(O)cc(O)c12 (stereo partly drawn)
  -3	5	0.9	-0.8	-1	10	2	0	21
- C[C@H](NC(=O)c1nc[nH]c1C(=O)N[C@@H](CCCCNC(=O)OC(C)(C)C)C(=O)OC(C)(C)C)C(=O)OC(C)(C)C
  -2	43	-0.9	-1.9	-4	17	-11	-27	9
- O=C1CCCc2ccccc2N1Cc1cccc(F)c1
  0	-3	-1.1	-2.5	-6	4	1	-7	7
- NC(=O)C1CCN(C(=O)c2ccc(-c3ccccc3Cl)o2)CC1
  1	2	-0.2	-0.8	-4	-7	9	-10	19
- COc1ccc(C2C=C(C)Nc3ncnn32)cc1 (stereo not drawn)
  -1	-22	-0.6	0.7	-4	-14	7	-8	6
- CCC(=O)N1C(Cc2ccccc2)COC1(C)C (stereo not drawn)
  3	-22	0.5	-0.8	0	-7	-1	-4	0
- COc1ccc(N(CC(=O)NC2CCCC2)C(=O)c2ccc(C)s2)cc1OC
  -6	-5	-0.1	-0.4	-6	-7	5	-10	-1
- Cc1ccc(-c2nc3ccc(NS(=O)(=O)c4ccccc4)cc3[nH]2)o1
  0	7	1.5	1.0	-7	0	-1	-13	-2
- Cc1sc2ncn(CC(=O)N3CCCCC3)c(=O)c2c1C
  1	-33	-0.5	-0.4	-6	0	8	-12	11
- O=C(NCCC(=O)N1CCC2(CC1)NCCc1[nH]cnc12)c1cccc(Cl)c1
  -4	-29	0.2	0.6	-10	-14	7	-1	2
- CN(C)c1ccc(/C=N/n2c(-c3cccnc3)n[nH]c2=S)cc1
  -2	0	-0.7	-1.5	4	-5	9	-13	3
- CC1CN=C(N(C(=O)Nc2ccccc2)c2ccc(S(=O)(=O)N3CCOCC3)cc2)S1 (stereo not drawn)
  -7	8	5.2	3.0	-2	-7	6	-10	14
- CCCCC(=O)NS(=O)(=O)c1ccc(N=NN(CC)CC)cc1
  -2	10	-0.5	0.3	-3	6	-8	-14	3
- CCCS(=O)(=O)N1CCCC(C(=O)NC(C)c2ccc3c(c2)OCCO3)C1 (stereo not drawn)
  -3	-14	0.1	0.6	-3	-7	8	-4	9

# By substructure: the compounds so far containing a COOH group
# Results follow in this order: OXTR potentiate	TAAR1 antag	V1R ag counter	OXTR ag	M1 ag	CHRM1 antagonist	M1 PAM	CHO parental Ca	TAAR1 agonist
- Cc1ccc(-n2c(SCC(=O)N3CCC(C(=O)O)CC3)nc3ccccc3c2=O)cc1C
  -5	-22	-0.4	0.0	-2	-8	5	-13	2
- NC(=O)c1c(NC(=O)Cn2nc(C(=O)O)c3ccccc3c2=O)sc2c1CCC2
  -8	-22	-0.1	-1.9	-3	1	-2	-23	2

# Next records:
# Results follow in this order: OXTR potentiate	TAAR1 antag	V1R ag counter	OXTR ag	M1 ag	CHRM1 antagonist	M1 PAM	CHO parental Ca	TAAR1 agonist
- Nc1ccc(OC(=O)Nc2ccc(O)cc2)cc1
  -8	8	-0.1	-1.1	-3	-22	14	-4	0
- CC(=O)Nc1ccc(NC(=O)CN(C)S(=O)(=O)c2ccc3c(c2)CCC(=O)N3)cc1
  1	-23	0.7	0.0	-1	-10	7	-9	6
- CN(C(=O)COc1ccc(Br)cc1Cl)C1CCCCC1
  -17	-5	-1.6	-2.1	-7	1	-1	5	-1
- CCOc1ccc(N2CC(C(=O)Nc3ccc(S(=O)(=O)N4CCCCC4)cc3)CC2=O)cc1 (stereo not drawn)
  3	-19	-0.7	-1.3	-6	-15	5	-10	12
- CC(C)C[C@H](NC(=O)c1nc[nH]c1C(=O)NC1CCNCC1)C(=O)OC(C)(C)C
  -2	3	1.8	0.3	-6	10	-2	-14	7
- CCOC(=O)C1CCN(C/C=C/c2ccccc2)CC1
  nt	-19	nt	nt	-3	-15	4	nt	3
- COc1ccc(S(=O)(=O)N2CCN(CCOc3ccccc3Cl)CC2)cc1OC
  -11	11	8.9	10	1	-9	5	-17	8
- CCOc1ccc(N(CC(=O)NCc2ccccc2)C(=O)Cn2nnc(-c3ccc(C)o3)n2)cc1
  0	-3	0.5	1.9	-2	-10	6	-12	1

# Screening results (PubChem)

# The order is random, and some 3.7% of all compounds hit somewhere here.
